High-throughput results (PubChem BioAssay)
HRas wt GTP bind = human HRas wildtype GTP binding, change in either direction; hit rate 0.14% among 190,000; GTP binding activity, % at 10 µM; GST-Ras wt beads, Bodipy-FL-GTP binding, flow cytometry; actives lie on both sides;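 active = GTP binding activity at least 20% away from the 100% baseline, either lowered as inhibitor or raised as activator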;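 note: 0% = unlabeled GTP competition control and 100% = no-compound control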
Target sequence (P01112 whole entry, looked up): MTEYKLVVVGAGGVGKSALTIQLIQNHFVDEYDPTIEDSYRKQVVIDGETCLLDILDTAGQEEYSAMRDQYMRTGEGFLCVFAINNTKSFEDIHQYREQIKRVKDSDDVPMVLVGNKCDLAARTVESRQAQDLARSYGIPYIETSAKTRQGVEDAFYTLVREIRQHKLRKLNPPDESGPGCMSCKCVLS
Avidin fluor = avidin bead compound fluorescence profile; fluorescence (KMESF) at 10 µM; Avidin beads, compound fluorescence 488/530 nm, flow cytometry; hits give high values; AID 1775; hit rate 0.38% among 220,000; in the data active = fluorescence above about 47; note: inactives centre near 10
Rab2 wt GTP = changes GTP binding to wildtype dog Rab2A, up or down | GST-Rab2 wt beads, Bodipy-GTP binding, flow cytometry | hit rate 0.19% among 190,000 | AID 760 | P61105 | GTP binding activity, % at 10 µM;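 active = GTP binding activity at least 20 points away from 100%, either lowered or raised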;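 note: 0% = beads with excess unlabeled GTP and 100% = no-compound control corrected for plate trend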
ABCG2 block = inhibitors of human ABCG2 transporter, ABCB1 counter-screen | Q9UNQ0 | IgMXP3 cells, JC-1 efflux, flow cytometry | inhibition, % at 6.6 µM | hit rate 0.1% among 190,000 | AID 1325;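 active = inhibition above 80%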;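 note: 0% = DMSO and 100% = nicardipine control wells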
Target sequence (Q9UNQ0 whole entry, looked up): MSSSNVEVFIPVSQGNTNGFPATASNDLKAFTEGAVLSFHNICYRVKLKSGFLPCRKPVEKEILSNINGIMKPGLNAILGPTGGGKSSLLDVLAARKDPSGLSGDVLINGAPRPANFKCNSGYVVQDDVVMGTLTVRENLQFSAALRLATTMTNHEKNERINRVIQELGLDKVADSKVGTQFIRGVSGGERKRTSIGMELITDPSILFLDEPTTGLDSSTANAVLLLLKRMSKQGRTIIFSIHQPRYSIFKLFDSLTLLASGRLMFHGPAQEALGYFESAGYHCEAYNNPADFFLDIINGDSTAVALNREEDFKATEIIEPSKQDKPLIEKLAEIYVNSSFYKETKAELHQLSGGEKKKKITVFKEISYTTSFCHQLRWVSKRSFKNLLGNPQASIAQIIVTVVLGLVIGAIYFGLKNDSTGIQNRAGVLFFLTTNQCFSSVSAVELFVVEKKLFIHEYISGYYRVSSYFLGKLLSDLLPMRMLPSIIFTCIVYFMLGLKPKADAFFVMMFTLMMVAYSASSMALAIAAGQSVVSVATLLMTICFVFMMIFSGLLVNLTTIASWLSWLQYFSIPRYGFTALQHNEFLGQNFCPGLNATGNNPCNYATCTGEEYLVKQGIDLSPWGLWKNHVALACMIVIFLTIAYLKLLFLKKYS
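Test system: IgMXP3 (ABCG2) plus far-red-tagged CCRF-Adr (ABCB1) cells. Reagent: JC-1 dye as substrate. Timing: 10 min exposure at 25 °C with rotation, no wash. Measured by: flow cytometric JC-1 green MFI at 530 nm. Read-out: percent efflux inhibition, scaled nicardipine 100% to DMSO 0%. Control set: nicardipine and DMSO wells.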
Pf gametocyte = P. falciparum stage V gametocyte viability inhibition | P. falciparum stage V gametocytes, ATP luminescence, 24 h | inhibition, % at 10.9 µM | hit rate 0.065% among 150,000 | AID 743093;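 active = inhibition above the mean plus 3 SD of compounds within the control limits, set per campaign, cut at about 38% in these data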;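 note: 0% = DMSO wells and 100% = medium only without gametocytes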
Rac1 wt modul = modulators of human Rac1 wildtype GTP binding | P63000 | GTP binding activity (% of control), % at 10 µM | GST-Rac1 beads, fluorescent GTP binding, flow cytometry; actives lie on both sides; 0 = cold GTP competed, 100 = untreated | AID 757 | hit rate 0.27% among 190,000;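 active = GTP binding activity at least 20 points away from the 100% control level, either lower or higher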
Rab7 wt GTP bind = alters GTP binding to wildtype dog Rab7; GST-Rab7 beads, fluorescent GTP binding, flow cytometry; actives lie on both sides; untreated = 100%, excess cold GTP = 0%; GTP binding activity (percent of control), % at 10 µM; hit rate 0.055% among 190,000; AID 758;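 active = fluorescent GTP binding to Rab7 beads changed by at least 20 points from the 100% baseline, either direction, mostly lower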;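 note: median green fluorescence of bound Bodipy-FL-GTP per Rab7 bead population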
Rac1 mut GTP = alters GTP binding to activated mutant human Rac1 | P63000 | GST-Rac1 activated beads, fluorescent GTP binding, flow cytometry; actives lie on both sides; 100% means binding = to untreated wells | percent activity (GTP binding), % at 10 µM | hit rate 0.11% among 190,000;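 active = GTP binding at least 20 percentage points away from the 100% baseline, in either direction, so actives lie on both sides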
ABCB1 block = human ABCB1 inhibition, ABCG2 as counter-screen; hit rate 0.067% among 190,000; CCRF-Adr cells, JC-1 efflux, flow cytometry; inhibition, % at 6.6 µM; AID 1326; in the data active = inhibition above about 40%;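 note: 0% = vehicle and 100% = reference inhibitor; higher value means more JC-1 retained so stronger ABCB1 efflux block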
Cdc42 wt = modulators (inhibitors or activators) of GTP binding to human Cdc42 wildtype | hit rate 0.2% among 190,000 | percent activity (GTP binding), % at 10 µM | GST-Cdc42 beads, Bodipy-GTP binding, flow cytometry; actives lie on both sides;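 active = percent activity GTP binding at least 20 points away from the 100% baseline, either down as inhibitor or up as activator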;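 note: median bead fluorescence of bound Bodipy-FL-GTP at 100 nM; 0% = excess unlabeled GTP control and 100% = no compound control; below 100% means less GTP binding so inhibitor and above means activator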
Target sequence (P60953 whole entry, looked up): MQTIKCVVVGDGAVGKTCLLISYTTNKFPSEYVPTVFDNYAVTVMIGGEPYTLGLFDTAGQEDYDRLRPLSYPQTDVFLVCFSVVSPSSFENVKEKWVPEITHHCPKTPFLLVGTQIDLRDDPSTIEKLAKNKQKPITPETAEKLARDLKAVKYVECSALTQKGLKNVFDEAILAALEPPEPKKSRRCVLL
GSH fluor = GSH bead compound fluorescence profile; GSH beads flow cytometry, compound fluorescence 488/530 nm; hits give high values; fluorescence (KMESF) at 10 µM; hit rate 0.25% among 190,000; in the data active = fluorescence above about 89;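 note: glutathione beads carrying GST-tagged Bcl family fusion proteins plus one bare bead set; values are compound well signal with DMSO vehicle wells as background; inactives centre near 16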
* hit, by the source's call.

Cc1nc(CNC(=O)CC2C(=O)NCCN2Cc2cccc(Oc3ccccc3)c2)cs1 (stereo not given) was read as HRas wt GTP bind 98, Avidin fluor 6, Rab2 wt GTP 102, ABCG2 block 0, Pf gametocyte 2, Rac1 wt modul 97, Rab7 wt GTP bind 105, Rac1 mut GTP 96, ABCB1 block 0.4, Cdc42 wt 98 and GSH fluor 17.
CC1(C)CC(=O)C2=C(C1)OC(N)=C(C#N)C2c1cccc(OC(=O)c2ccco2)c1 (stereo not given) was read as HRas wt GTP bind 97, Avidin fluor 21, Rab2 wt GTP 96, ABCG2 block 0, Pf gametocyte 13, Rac1 wt modul 98, Rab7 wt GTP bind 100, Rac1 mut GTP 96, ABCB1 block 0.3, Cdc42 wt 94 and GSH fluor 28.
`O=C(c1ccccc1Cl)N(Cc1ccc(Cl)c(Cl)c1)N1C(=O)CCCC1=O` gave HRas wt GTP bind 95, Avidin fluor 7, Rab2 wt GTP 95, ABCG2 block 15, Pf gametocyte -10, Rac1 wt modul 100, Rab7 wt GTP bind 95, Rac1 mut GTP 97, ABCB1 block 2.0, Cdc42 wt 95 and GSH fluor 13.
`CC(C)(C)C(=O)Nc1cc(S(=O)(=O)Nc2ccc(Cl)cc2)ccc1O` gave HRas wt GTP bind 96, Avidin fluor 5, Rab2 wt GTP 95, ABCG2 block 4, Pf gametocyte 18, Rac1 wt modul 96, Rab7 wt GTP bind 105, Rac1 mut GTP 94, ABCB1 block 0.4, Cdc42 wt 93 and GSH fluor 15.
Cc1nn(C)c(C)c1S(=O)(=O)N1CCCC(C(=O)NCCc2ccc(Cl)cc2)C1 (stereo not given) was read as HRas wt GTP bind 103, Avidin fluor 7, Rab2 wt GTP 101, ABCG2 block 1, Rac1 wt modul 105, Rab7 wt GTP bind 103, Rac1 mut GTP 98, ABCB1 block 0.9, Cdc42 wt 100 and GSH fluor 26.
Screening Cc1nc2sc(C(c3cccs3)N3CCOCC3)c(O)n2n1 (stereo not given) returned HRas wt GTP bind 101, Avidin fluor 23, Rab2 wt GTP 101, ABCG2 block 4, Rac1 wt modul 104, Rab7 wt GTP bind 98, Rac1 mut GTP 100, ABCB1 block 1.0, Cdc42 wt 105 and GSH fluor 13.
`CCCCS(=O)CC(COC)OC(=O)c1ccccc1` (stereo not given) gave HRas wt GTP bind 95, Avidin fluor 10, Rab2 wt GTP 97, ABCG2 block -1, Pf gametocyte 7, Rac1 wt modul 97, Rab7 wt GTP bind 97, Rac1 mut GTP 95, ABCB1 block -0.4, Cdc42 wt 97 and GSH fluor 11.
CSc1ccccc1NS(=O)(=O)c1ccccc1 was read as HRas wt GTP bind 98, Avidin fluor 48*, Rab2 wt GTP 102, ABCG2 block 0, Rac1 wt modul 101, Rab7 wt GTP bind 96, Rac1 mut GTP 97, ABCB1 block 0.1, Cdc42 wt 99 and GSH fluor 21.
`Cc1cc(Cl)ccc1OCC(=O)Nc1nc(-c2cccs2)cs1` gave HRas wt GTP bind 95, Avidin fluor 12, Rab2 wt GTP 92, ABCG2 block -1, Rac1 wt modul 93, Rab7 wt GTP bind 95, Rac1 mut GTP 90, ABCB1 block -0.5, Cdc42 wt 94 and GSH fluor 26.
For CN(Cc1ccccc1)C(=O)CN(C1CCCCC1)S(C)(=O)=O the results were HRas wt GTP bind 103, Avidin fluor 34, Rab2 wt GTP 105, ABCG2 block 0, Rac1 wt modul 103, Rab7 wt GTP bind 106, Rac1 mut GTP 100, ABCB1 block 0.3, Cdc42 wt 103 and GSH fluor 26.
Screening COc1ccc(-c2cc(C(=O)NCCN3CCOCC3)c3ccccc3n2)cc1 returned HRas wt GTP bind 101, Avidin fluor 10, Rab2 wt GTP 101, ABCG2 block 4, Pf gametocyte -13, Rac1 wt modul 103, Rab7 wt GTP bind 103, Rac1 mut GTP 101, ABCB1 block 1.3, Cdc42 wt 103 and GSH fluor 11.
Screening Cc1ccnc2nc(C(=O)Nc3nnc(-c4ccccc4)o3)nn12 returned HRas wt GTP bind 94, Avidin fluor 6, Rab2 wt GTP 96, ABCG2 block -1, Pf gametocyte -4, Rac1 wt modul 96, Rab7 wt GTP bind 95, Rac1 mut GTP 96, ABCB1 block -0.4, Cdc42 wt 94 and GSH fluor 14.
Screening Cc1ccc(NC(=S)N2CCOCC2)c(C)c1 returned HRas wt GTP bind 97, Avidin fluor 44, Rab2 wt GTP 96, ABCG2 block 2, Rac1 wt modul 96, Rab7 wt GTP bind 96, Rac1 mut GTP 94, ABCB1 block 0.9, Cdc42 wt 99 and GSH fluor 17.
CNCC(O)COc1cccc(OC)c1 (stereo not given) was read as HRas wt GTP bind 95, Avidin fluor 17, Rab2 wt GTP 94, ABCG2 block 1, Pf gametocyte 0, Rac1 wt modul 99, Rab7 wt GTP bind 92, Rac1 mut GTP 99, ABCB1 block 0.4, Cdc42 wt 99 and GSH fluor 15.
Screening O=C(CCS(=O)(=O)c1ccccc1)Nc1ccc(-c2nc3ccccc3s2)c(O)c1 returned HRas wt GTP bind 99, Avidin fluor 3, Rab2 wt GTP 98, ABCG2 block 2, Rac1 wt modul 103, Rab7 wt GTP bind 97, Rac1 mut GTP 100, ABCB1 block -0.2, Cdc42 wt 102 and GSH fluor 6.
Cc1ccccc1-n1c(=O)c2ccccc2n2c(=O)[nH]nc12 was read as HRas wt GTP bind 96, Avidin fluor 6, Rab2 wt GTP 94, ABCG2 block 0, Rac1 wt modul 99, Rab7 wt GTP bind 95, Rac1 mut GTP 94, ABCB1 block 0.1, Cdc42 wt 98 and GSH fluor 18.
CC(=O)Nc1ccc(NS(=O)(=O)Cc2ccccc2)cc1 was read as HRas wt GTP bind 99, Avidin fluor 7, Rab2 wt GTP 99, ABCG2 block 1, Pf gametocyte 18, Rac1 wt modul 101, Rab7 wt GTP bind 101, Rac1 mut GTP 99, ABCB1 block 0.2, Cdc42 wt 99 and GSH fluor 29.
For COc1ccc(C2(NC(C)=O)CCN(C(=O)c3ccco3)CC2)cc1 the results were HRas wt GTP bind 96, Avidin fluor 2, Rab2 wt GTP 94, ABCG2 block 1, Pf gametocyte -10, Rac1 wt modul 97, Rab7 wt GTP bind 93, Rac1 mut GTP 96, ABCB1 block 0.5, Cdc42 wt 96 and GSH fluor 42.
Screening CC1CC2(C)Oc3ccccc3C3OCC1(CO)C(C)C32 (stereo not given) returned HRas wt GTP bind 102, Avidin fluor 11, Rab2 wt GTP 99, ABCG2 block 6, Pf gametocyte -36, Rac1 wt modul 101, Rab7 wt GTP bind 99, Rac1 mut GTP 95, ABCB1 block 1.0, Cdc42 wt 101 and GSH fluor 28.
COc1ccc(C)cc1NC(=O)COCC(=O)O was read as HRas wt GTP bind 101, Avidin fluor 5, Rab2 wt GTP 102, ABCG2 block 1, Pf gametocyte -27, Rac1 wt modul 108, Rab7 wt GTP bind 100, Rac1 mut GTP 103, ABCB1 block 0.1, Cdc42 wt 105 and GSH fluor 44.
Screening CN1C(=O)c2cccc(NC(=O)CCc3ccccc3)c2C1=O returned HRas wt GTP bind 99, Avidin fluor 7, Rab2 wt GTP 99, ABCG2 block 0, Rac1 wt modul 100, Rab7 wt GTP bind 97, Rac1 mut GTP 96, ABCB1 block 0.2, Cdc42 wt 99 and GSH fluor 21.
For CCOc1cc(/C=C2\SC(=O)N(CC(=O)Nc3ccccc3F)C2=O)cc([N+](=O)[O-])c1O the results were HRas wt GTP bind 86, Avidin fluor 9, Rab2 wt GTP 84, ABCG2 block -2, Pf gametocyte 14, Rac1 wt modul 89, Rab7 wt GTP bind 95, Rac1 mut GTP 81, ABCB1 block -0.5, Cdc42 wt 84 and GSH fluor 9.
For COc1ccc(Nc2oc(-c3ccccc3)nc2C#N)cc1 the results were HRas wt GTP bind 97, Avidin fluor 9, Rab2 wt GTP 97, ABCG2 block 7, Pf gametocyte -5, Rac1 wt modul 96, Rab7 wt GTP bind 96, Rac1 mut GTP 98, ABCB1 block 0.2, Cdc42 wt 104 and GSH fluor 16.
`Cc1ccc(/C(C#N)=C\c2cn(C)c3ccccc23)cc1` gave HRas wt GTP bind 100, Avidin fluor 6, Rab2 wt GTP 101, ABCG2 block 4, Rac1 wt modul 100, Rab7 wt GTP bind 99, Rac1 mut GTP 101, ABCB1 block 0.3, Cdc42 wt 101 and GSH fluor 35.
C[C@]12CCC(=O)C=C1[C@H](O)C[C@@H]1[C@@H]2[C@@H](O)C[C@@]2(C)[C@H]1CC[C@]2(O)C(=O)CO was read as HRas wt GTP bind 101, Avidin fluor 7, Rab2 wt GTP 99, ABCG2 block -1, Rac1 wt modul 105, Rab7 wt GTP bind 99, Rac1 mut GTP 101, ABCB1 block 0.0, Cdc42 wt 107 and GSH fluor 20.
COc1ccc(Nc2nc(=O)[nH]nc2C)cc1 was read as HRas wt GTP bind 102, Avidin fluor 11, Rab2 wt GTP 104, ABCG2 block 1, Pf gametocyte 9, Rac1 wt modul 107, Rab7 wt GTP bind 101, Rac1 mut GTP 98, ABCB1 block 0.5, Cdc42 wt 104 and GSH fluor 12.
For CCOC(=O)Nc1ccc(C(=O)NCC2CCCO2)cc1 (stereo not given) the results were HRas wt GTP bind 106, Avidin fluor 16, Rab2 wt GTP 107, ABCG2 block 1, Rac1 wt modul 105, Rab7 wt GTP bind 98, Rac1 mut GTP 102, ABCB1 block -0.2, Cdc42 wt 108 and GSH fluor 16.
CC(=O)/C(=N\Nc1ccccc1)Sc1nncn1C was read as HRas wt GTP bind 100, Avidin fluor 20, Rab2 wt GTP 100, ABCG2 block -5, Rac1 wt modul 102, Rab7 wt GTP bind 98, Rac1 mut GTP 101, ABCB1 block -0.9, Cdc42 wt 101 and GSH fluor 10.
For O=C(NCCC(c1ccccc1)c1ccccc1)c1ccc(Br)o1 the results were HRas wt GTP bind 102, Avidin fluor 13, Rab2 wt GTP 99, ABCG2 block 0, Pf gametocyte 13, Rac1 wt modul 103, Rab7 wt GTP bind 101, Rac1 mut GTP 99, ABCB1 block 0.1, Cdc42 wt 101 and GSH fluor 23.
For O=c1nc2s/c(=C\c3ccco3)c(=O)n2nc1Cc1ccccc1 the results were HRas wt GTP bind 98, Avidin fluor 7, Rab2 wt GTP 98, ABCG2 block 2, Rac1 wt modul 101, Rab7 wt GTP bind 95, Rac1 mut GTP 98, ABCB1 block 0.1, Cdc42 wt 98 and GSH fluor 14.
Screening CC(C)(C)C1CCC(=NNC(=S)Nc2cccnc2)CC1 (stereo not given) returned HRas wt GTP bind 96, Avidin fluor 9, Rab2 wt GTP 92, ABCG2 block 7, Pf gametocyte -13, Rac1 wt modul 98, Rab7 wt GTP bind 94, Rac1 mut GTP 94, ABCB1 block 1.2, Cdc42 wt 94 and GSH fluor 16.
